PG9 Ab binder – small molecules binding HIV-1 gp120 antibody PG9. inhibition, % at 6.7 µM. 360,000 tested, 0.43% active. TR-FRET gp120-PG9 antibody binding. AID 624416; in the data active means inhibition above about 8.5%
DAX1 inh-1 – NR0B1 (DAX1) inhibition; 340,000 tested, 0.99% active; inhibition, % at 6.75 µM; AID 504766; HEK293 Gal4-DAX1 luciferase reporter, luminescence;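 active means inhibition above the mean over all tested compounds plus 3 SD, cut at about 4.2% in these data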;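 further: 0% = DAX1-transfected cells with DMSO and 100% = empty-vector control cells with DMSO; inhibition shows as a rise in luminescence from relieved DAX1 repression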
ADAM10 inh – inhibitors of human ADAM10 | 370,000 tested, 0.62% active | recombinant ADAM10, EDANS/DABCYL FRET peptide cleavage, 3 h | inhibition, % at 7 µM | AID 720582;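 active means inhibition above a per-campaign cutoff equal to the mean of compounds falling between control-based bounds plus 3 SD, cut at about 20% in these data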;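 further: 0% = DMSO wells while the 100% control is not disclosed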
FXN GAA850 act – activators of GAA850 frataxin (FXN) promoter; HEK293 lucGAA850 FXN promoter luciferase reporter, 24 h; percent of 10 µM SAHA response; activation, % at 6 µM; 360,000 tested, 0.56% active;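 active means activation above the average of all compounds screened plus 3 SD, cutoff fixed separately per campaign, cut at about 7.5% in these data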;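 further: 0% = DMSO wells and 100% = 10 µM SAHA wells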
hgDAF12 agonist – agonists of H. glycines DAF-12 nuclear receptor; HEK293 GAL4-hgDAF12 UAS-luciferase reporter, agonist luminescence; normalized to butyrate control; activation, % at 6.8 µM; 370,000 tested, 1.8% active; AID 687014;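 active means activation above a cutoff set at the mean of all screened compounds plus 3 SD, cut at about 10% in these data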;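 further: 0% = DMSO wells and 100% = sodium butyrate wells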
GC-A act – GC-A (human) enzyme activation. HEK293 GC-A cells, cGMP TR-FRET, EC30 ANP; 0% at EC30 ANP, 100% saturating ANP. activation, % at 10 µM. 370,000 tested, 0.14% active. AID 1671463; in the data active means activation above about 40%
Target sequence (P16066 whole entry, looked up): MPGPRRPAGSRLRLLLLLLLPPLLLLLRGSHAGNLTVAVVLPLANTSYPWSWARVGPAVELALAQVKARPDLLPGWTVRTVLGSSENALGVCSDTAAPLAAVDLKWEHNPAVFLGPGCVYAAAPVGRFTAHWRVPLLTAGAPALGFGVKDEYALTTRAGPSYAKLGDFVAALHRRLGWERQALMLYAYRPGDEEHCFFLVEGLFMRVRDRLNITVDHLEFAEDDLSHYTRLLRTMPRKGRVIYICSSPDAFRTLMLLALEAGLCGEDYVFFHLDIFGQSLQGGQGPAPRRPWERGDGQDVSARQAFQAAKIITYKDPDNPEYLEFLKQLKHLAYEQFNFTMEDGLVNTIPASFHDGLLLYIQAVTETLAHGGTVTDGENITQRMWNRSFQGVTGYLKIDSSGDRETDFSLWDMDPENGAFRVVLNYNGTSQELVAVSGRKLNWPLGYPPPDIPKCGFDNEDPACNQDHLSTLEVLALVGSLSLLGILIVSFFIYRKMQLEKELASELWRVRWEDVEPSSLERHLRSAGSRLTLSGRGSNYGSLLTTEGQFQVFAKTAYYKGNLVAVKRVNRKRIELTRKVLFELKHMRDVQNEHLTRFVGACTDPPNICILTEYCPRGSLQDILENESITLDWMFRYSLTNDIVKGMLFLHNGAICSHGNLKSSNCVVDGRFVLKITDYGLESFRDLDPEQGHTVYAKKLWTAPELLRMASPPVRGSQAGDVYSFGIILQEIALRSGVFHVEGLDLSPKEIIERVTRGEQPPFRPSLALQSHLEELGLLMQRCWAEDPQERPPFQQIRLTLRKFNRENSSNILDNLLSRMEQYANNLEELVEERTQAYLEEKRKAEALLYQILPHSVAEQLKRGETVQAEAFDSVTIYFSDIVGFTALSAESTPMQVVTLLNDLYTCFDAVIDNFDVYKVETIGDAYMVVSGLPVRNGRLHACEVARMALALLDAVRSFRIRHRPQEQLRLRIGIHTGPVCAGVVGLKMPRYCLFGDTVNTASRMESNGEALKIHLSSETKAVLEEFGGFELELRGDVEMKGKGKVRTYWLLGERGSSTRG
ADAM17 inh – ADAM17 inhibition, QFRET primary screen. inhibition, % at 6.95 µM. recombinant ADAM17, EDANS/DABCYL FRET peptide cleavage. P78536. 370,000 tested, 0.83% active. AID 720648;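 active means inhibition above the mean of compounds lying between control limits plus 3 SD, set per campaign, cut at about 8.5% in these data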;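 further: 0% = DMSO-only wells as the low control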
SMARCA2 activ – activators of SMARCA2 function; 370,000 tested, 1% active; activation, % at 9.1 µM; MG213 cells, MMTV-luciferase reporter, dexamethasone, overnight; in the data active means activation above about 7.8%;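 further: 0% = vehicle wells and 100% = reference activator wells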
hcDAF-12 act – activators of H. contortus DAF-12 nuclear receptor | HEK293 hcDAF-12 lit1-tk-luc reporter, luminescence; 0% DMSO, 100% Δ7-dafachronic acid | activation, % at 6.8 µM | 370,000 tested, 1.4% active | AID 652067;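 active means activation above the mean of all tested compounds plus 3 SD, cut at about 5.5% in these data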;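 further: 100% = response to 3 µM Δ7-dafachronic acid high control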
DAX1 inh-2 – blocks DAX1 repression of SF-1 activated StAR promoter | HEK293T StAR-luciferase reporter, SF-1/DAX-1 repression relief | 370,000 tested, 1.1% active | AID 652010 | inhibition, % at 6.8 µM;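 active means inhibition above the mean over all tested compounds plus 3 SD, cut at about 3.6% in these data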;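 further: 0% = DAX-1 cells with DMSO and 100% = cells lacking DAX-1 with DMSO; higher inhibition means more luminescence from relief of DAX-1 repression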
ssDAF-12 act – activates DAF-12 receptor from parasite S. stercoralis; HEK293 ssDAF-12/GRIP1 lit1-tk-luc reporter, luminescence; % of 3 µM dafachronic acid response; activation, % at 6.8 µM; 370,000 tested, 1% active;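 active means activation above the mean over all tested compounds plus 3 SD, cut at about 0.9% in these data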;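 further: 0% = DMSO-only wells and 100% = 3 µM delta7-dafachronic acid wells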
Active calls of the source: *; . = not tested or not shown. Outcome played no part in choosing rows. About 6.8% of those tested had a hit in this group.

no.	molecule	PG9 Ab binder	DAX1 inh-1	ADAM10 inh	FXN GAA850 act	hgDAF12 agonist	GC-A act
1	CCOc1ccc(NC(=O)CN(C)C(=O)c2ccc(COc3ccccc3)o2)cc1OCC	-0.9	0.0	1	4.0	-1.1	1
2	COc1ccc(/C=C/C(=O)OCC(=O)NC2CCCC(C)C2C)c(OC)c1 (stereo not drawn)	-0.1	-0.7	-21	2.0	0.8	2
3	Cc1cc(NC(=O)CCC(=O)N(Cc2ccccc2)C(C(=O)NC2CCCC2)c2ccco2)no1 (stereo not drawn)	0.1	-0.1	-5	1.8	0.4	-4
4	O=C(O)CNC(=O)c1ccc(NC(=O)/C(=C/c2cccc([N+](=O)[O-])c2)NC(=O)c2ccco2)cc1	-3.5	-0.2	2	0.1	0.6	3
5	O=C1CC(c2ccc3c(c2)OCO3)c2cc3c(cc2N1)OCCO3 (stereo not drawn)	-0.2	0.0	9	2.1	-2.7	9
6	Cc1cc(C(=O)NC2CCCN(Cc3ccc(Cl)cc3)C2)no1 (stereo not drawn)	-3.0	0.1	-8	-1.6	-0.4	1
7	Cc1ccc(/C=C2/Sc3ccc(C(=O)NCCN4CCOCC4)cc3NC2=O)cc1	-1.9	0.5	-9	-0.2	1.0	10
8	CCOC(=O)C1=CCC2C(=O)N(CC)C(=O)C12 (stereo not drawn)	-0.2	.	-1	.	0.2	2
9	CCOc1ccccc1NS(=O)(=O)c1ccc2c(c1)N(C)CCO2	-1.5	-0.2	-3	1.6	-3.5	3
10	Cc1ccc(N(C)C(=O)c2cc(S(=O)(=O)N3CCc4ccccc43)cn2C)cc1	-0.1	-0.2	3	-1.0	-2.5	-21
11	Cc1nc(SCC(=O)NC2CCCC2)c2c(C)c(C)sc2n1	0.3	0.0	-7	0.1	-2.2	6
12	Cc1ccc(SCC(=O)OCC(=O)NC(C)c2ccc(Br)cc2)cc1 (stereo not drawn)	-1.8	-0.4	3	1.4	-1.6	2
13	COc1ccc2nc(CCN(C)C(=O)C3CCC(=O)N(Cc4cccc(F)c4)C3)[nH]c2c1 (stereo not drawn)	-0.7	0.0	-5	2.0	-1.2	6
14	COC(C(=O)NNC(=O)CCc1ccccc1)c1ccccc1 (stereo not drawn)	-0.8	-0.2	-1	-2.0	-1.1	-3
15	COc1ccc(C)cc1NC(=O)Nc1ccccc1SC	-0.9	0.3	0	-1.5	-2.0	-4

no.	ADAM17 inh	SMARCA2 activ	hcDAF-12 act	DAX1 inh-2	ssDAF-12 act
1	0	-2	1.2	-2.0	-1.0
2	-1	-1	-0.2	0.9	-0.4
3	3	0	-2.7	-0.5	-0.8
4	5	2	-0.2	1.1	-0.3
5	-3	0	-0.6	0.3	-0.8
6	-1	-4	0.5	-0.7	-0.8
7	-1	-2	-2.4	0.2	-1.5
8	-2	-2	1.4	-0.7	0.8
9	-5	-2	-1.1	-0.1	-0.9
10	3	2	-0.7	0.2	-1.3
11	-3	-1	-2.2	0.0	-1.0
12	6	-2	-1.3	-0.3	-0.4
13	-2	0	-0.6	-0.3	-1.1
14	1	1	-0.8	0.3	-1.1
15	-5	-4	0.0	-0.7	-1.2

Next results
no.	molecule	PG9 Ab binder	DAX1 inh-1	ADAM10 inh	FXN GAA850 act	hgDAF12 agonist	GC-A act
16	CCCOc1ccc(Cn2c(C)nc([N+](=O)[O-])c2SCC(O)COC)cc1[N+](=O)[O-] (stereo not drawn)	0.7	-1.0	8	4.1	-1.2	2
17	CCN(CC)S(=O)(=O)c1ccc(NC(=O)c2c(-c3ccccc3)noc2C)cc1	-0.2	-2.9	5	-5.9	-1.6	1
18	COc1ccc(CCNC(=O)C2CC=CCC2C(=O)O)cc1 (stereo not drawn)	-1.6	0.5	-5	0.1	-2.4	-2
19	O=C(COC(=O)c1ccc(F)cc1)Nc1ccc(Cl)cn1	0.1	-0.5	-2	-0.3	-1.4	-1
20	COc1ccc(N2CCN(S(=O)(=O)c3c[nH]c(=O)[nH]c3=O)CC2)cc1	1.1	0.0	-9	0.5	1.3	3
21	CCOc1ccc(-c2c(C(=O)N/N=C/c3sccc3C)nnn2-c2nonc2N)cc1	1.3	-0.4	12	-2.8	2.2	9
22	O=C(NCCCN1CCN(CCCNC(=O)c2ccccc2F)CC1)c1ccccc1F	0.4	2.4	-10	0.4	-0.6	5
23	Nc1cc2c(cc1Br)-c1ccc(F)cc1C2O (stereo not drawn)	-1.3	1.5	-3	4.0	12*	-7
24	O=C(COc1ccccc1C(=O)NCC1CCCO1)Nc1ccc(Br)cc1 (stereo not drawn)	-0.7	0.0	1	1.3	-0.1	-9
25	COc1ccc(-c2nnn(CC(=O)N(CC(=O)NC3CCCC3)c3cccc(C)c3)n2)cc1OC	-1.2	-1.2	3	-4.3	-2.2	2
26	COc1ccc(NC2CCCN(C(=O)CCN3CCCC3=O)C2)cc1OC (stereo not drawn)	-4.3	0.7	-14	4.0	1.0	0
27	Cc1ccccc1NC(=O)/C(C#N)=C/c1ccsc1	-0.4	3.0	-7	-0.1	5.5	-4
28	C[C@@H](NC(=O)[C@@H]1CCCN1C(=O)[C@@H]1CCCN1C(=O)c1cccc(Cl)c1)c1ccccc1	-0.5	.	-13	.	0.5	0
29	Nc1c(C(=O)NCCc2ccccc2)nnn1Cc1ccc(Cl)cc1	0.1	0.2	6	-0.5	1.0	0
30	CN(C(=O)c1cccc(NC(=O)Cc2ccc(NC(=O)C3CCCN(C(=O)C4CCCC4)C3)cc2)c1)C1CCCCC1 (stereo not drawn)	0.7	-0.8	6	-1.0	-4.5	6

no.	ADAM17 inh	SMARCA2 activ	hcDAF-12 act	DAX1 inh-2	ssDAF-12 act
16	1	2	-2.1	-0.6	-1.1
17	3	-1	-0.9	-1.9	-1.0
18	0	-3	-0.3	0.8	-0.5
19	-2	-4	-0.8	0.4	-1.2
20	1	-2	-0.2	-0.7	-0.8
21	4	-1	-2.1	-0.5	-1.4
22	-4	-7	-0.4	-0.3	-1.2
23	1	0	3.1	-0.1	0.6
24	-3	-3	-1.3	-0.4	-1.6
25	-2	-2	0.0	-1.4	-2.2
26	-8	1	3.4	-1.0	-0.2
27	0	7	5.2	1.4	0.1
28	-3	0	0.3	-0.2	-0.2
29	6	-2	-1.5	0.4	-1.1
30	7	-4	-1.1	-2.0	-1.8

(list continues)
no.	molecule	PG9 Ab binder	DAX1 inh-1	ADAM10 inh	FXN GAA850 act	hgDAF12 agonist	GC-A act
31	O=C(O)[C@H]1CCCC[C@H]1C(=O)Nc1ccc(S(=O)(=O)N2CCCCC2)cc1	2.5	-0.9	-2	-0.8	0.3	-6
32	CCCCn1c(N)c(N(CCC(C)C)C(=O)COC(=O)c2cccnc2Cl)c(=O)[nH]c1=O	-1.6	0.2	4	0.5	1.0	3
33	Cc1ccccc1S(=O)(=O)Cc1ccc(C(=O)NCCCN(C)Cc2ccccc2)o1	0.3	-0.6	-9	-0.6	2.2	5
34	Nc1nc(COC(=O)CCC(=O)c2ccc(Cl)cc2)nc(Nc2ccccc2)n1	-2.7	-0.1	-1	2.6	0.8	1
35	COc1ccc(CCNC(=O)c2ccccc2N(C)S(=O)(=O)c2ccccc2)cc1	1.9	-1.0	2	2.7	-0.2	-4
36	Cn1c(SCC(=O)NC(=O)CN2CCCC2=O)nnc1-c1ccc(F)cc1	0.6	-0.6	2	0.8	1.4	-2
37	CCOC(=O)[C@H]1[C@H]2COc3ccc(Br)cc3[C@@H]2N2C(=O)CN(Cc3ccccc3)C(=O)[C@@]12C	1.3	-0.5	0	-2.9	2.9	-4
38	COc1ccc(C(=O)/C=C2\C(=O)Nc3ccc(Br)cc32)cc1	-0.9	-0.3	11	1.9	1.2	-4
39	COC(=O)c1ccc2nc(-c3ccc(F)cc3)c(Cc3ccc(C)cc3)n2c1	0.6	.	-45	.	4.3	32
40	Cc1ccc(OCC(=O)Nc2ccc(NC(=O)c3ccccc3)cc2)cc1C	-0.9	-1.9	3	-1.7	-1.8	-7
41	Cc1ccc2c(c1)COc1c3ccc(C(=O)NCC4CC4)cc3nn1-2	-1.3	-0.7	-372	2.1	7.1	6
42	CCNc1ccccc(C(=O)/C=C/c2ccc3c(c2)OCO3)c1=O	0.1	0.3	-8	2.0	1.7	10
43	COC(=O)c1ccc(C2OCC(C)(C)CO2)cc1	-0.4	3.9	5	2.8	3.1	-1
44	COc1ccc(CN2CCCC(CO)(Cc3cccc(Cl)c3)C2)cc1OC (stereo not drawn)	-0.8	-0.5	-6	-2.7	-1.0	-25
45	COc1ccc(NC(=O)C2CC(=O)NC3=C2C(=O)CC(C)(C)C3)cc1 (stereo not drawn)	0.3	-0.7	-10	-3.4	-1.1	2

no.	ADAM17 inh	SMARCA2 activ	hcDAF-12 act	DAX1 inh-2	ssDAF-12 act
31	-6	-2	-0.7	-0.2	-1.0
32	-2	1	-1.9	0.3	-1.3
33	-1	0	-2.3	1.0	-1.3
34	-2	6	0.8	-0.8	-0.3
35	2	-2	4.5	-0.1	-1.2
36	-4	-1	-0.1	1.0	-0.7
37	3	0	-0.4	-0.2	-1.3
38	1	2	-0.2	-0.9	-1.1
39	-11	3	2.0	1.0	0.2
40	-4	-4	-0.8	0.2	-0.9
41	-96	5	0.3	1.0	-1.7
42	-7	1	-0.6	-0.5	-1.1
43	4	7	0.3	1.6	-1.1
44	-4	-2	0.4	0.0	-1.4
45	-2	-3	-0.5	-0.2	-2.2

Other results follow:
no.	molecule	PG9 Ab binder	DAX1 inh-1	ADAM10 inh	FXN GAA850 act	hgDAF12 agonist	GC-A act
46	Cc1cc(Br)c(OCC(=O)NN)c2c1CCC2	-0.7	0.1	-6	-0.9	-0.5	-1
47	Cc1nc(N2CCC(C)CC2)c2c(C)c(C(=O)Nc3ccccc3C(F)(F)F)sc2n1	-1.4	-0.1	-9	0.5	-1.0	0
48	Cc1ccc(S(=O)(=O)N[C@@H](C)CO)cc1	-2.0	.	-4	.	-3.0	1
49	O=C(C=C(O)c1ccc(Cl)cc1)C(=O)NNC(=O)C(O)(c1ccccc1)c1ccccc1	1.1	0.4	15	1.0	-2.6	-5
50	CC(NC(=O)c1ccc(C(=O)c2ccccc2)cc1)c1ccc(S(N)(=O)=O)cc1 (stereo not drawn)	1.1	-0.5	-4	-0.7	0.9	4
51	Cc1sc(NC(=O)c2ccc(Cl)s2)c(C(N)=O)c1C	0.8	4.6*	-5	4.4	13*	-4

no.	ADAM17 inh	SMARCA2 activ	hcDAF-12 act	DAX1 inh-2	ssDAF-12 act
46	-1	0	-0.3	0.2	-1.2
47	-1	0	-2.2	0.2	-1.4
48	-1	2	0.0	0.3	-0.2
49	8	-3	0.5	0.6	0.2
50	0	-3	-1.4	-1.4	-1.3
51	0	0	10*	2.3	2.0*

Gathered by group, the compounds so far with two or more sulfur atoms (2)
no.	molecule	PG9 Ab binder	DAX1 inh-1	ADAM10 inh	FXN GAA850 act	hgDAF12 agonist	GC-A act
11	Cc1nc(SCC(=O)NC2CCCC2)c2c(C)c(C)sc2n1	0.3	0.0	-7	0.1	-2.2	6
51	Cc1sc(NC(=O)c2ccc(Cl)s2)c(C(N)=O)c1C	0.8	4.6*	-5	4.4	13*	-4

no.	ADAM17 inh	SMARCA2 activ	hcDAF-12 act	DAX1 inh-2	ssDAF-12 act
11	-3	-1	-2.2	0.0	-1.0
51	0	0	10*	2.3	2.0*

Screening data (PubChem)
